Screening results as filed in PubChem BioAssay.
FadD28 binding = inhibitors of FadD28 bisubstrate probe binding, primary screen, biochemical, fluorescence polarization, single point; inhibition, % at 12.5 µM; 360,000 compounds, 0.22% hits; AID 588549, 2011; in the data active means inhibition above about 8.5%, passing the limit was not always enough; inconclusive means no clear call, values can overlap the other calls
GDH-TPI inh = GDH-TPI coupling enzyme inhibitors, primary screen, artefact control for M. tuberculosis FBA inhibitor project, biochemical, absorbance, full deck. GDH-TPI coupled enzyme counterscreen, NADH absorbance. inhibition, % at 4.8 µM. 360,000 compounds, 1.2% hits;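 further: 0% = DMSO wells and 100% = wells lacking the enzyme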
BoNT F protease = BoNT/F light chain protease inhibitors, primary screen, biochemical, flow cytometry, MLPCN library; Botulinum neurotoxin type F light chain protease (Clostridium botulinum); Multiplex microsphere protease cleavage assay; inhibition, % at 10 µM; 360,000 compounds, 0.22% hits; in the data active means inhibition above about 35%, passing the limit was not always enough; inconclusive means no clear call, values can overlap the other calls; further: plate controls were buffer without enzyme for full effect and enzyme alone for no effect
Rv3671c protease = Rv3671c serine protease inhibitors, primary screen, biochemical, fluorescence polarization, M. tuberculosis H37Rv. P9WHR9. 320,000 compounds, 0.048% hits. inhibition, % at 5.96 µM. AID 2606, 2010; in the data active means inhibition above about 38%;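 further: extracellular domain of Rv3671c used as enzyme; 0% = enzyme with DMSO and 100% = no enzyme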
Mtb UGM inh = M. tuberculosis UGM enzyme inhibitors, primary screen, biochemical, fluorescence polarization, single point | 320,000 compounds, 0.06% hits | UDP-galactopyranose mutase (Mycobacterium tuberculosis (strain ATCC 25618 / H37Rv)), … | inhibition, % at 10 µM | purified UGM, fluorescence polarization probe displacement; in the data active means inhibition above about 10%, passing the limit was not always enough; inconclusive means no clear call, values can overlap the other calls
Target sequence (P9WIQ1 whole entry, looked up): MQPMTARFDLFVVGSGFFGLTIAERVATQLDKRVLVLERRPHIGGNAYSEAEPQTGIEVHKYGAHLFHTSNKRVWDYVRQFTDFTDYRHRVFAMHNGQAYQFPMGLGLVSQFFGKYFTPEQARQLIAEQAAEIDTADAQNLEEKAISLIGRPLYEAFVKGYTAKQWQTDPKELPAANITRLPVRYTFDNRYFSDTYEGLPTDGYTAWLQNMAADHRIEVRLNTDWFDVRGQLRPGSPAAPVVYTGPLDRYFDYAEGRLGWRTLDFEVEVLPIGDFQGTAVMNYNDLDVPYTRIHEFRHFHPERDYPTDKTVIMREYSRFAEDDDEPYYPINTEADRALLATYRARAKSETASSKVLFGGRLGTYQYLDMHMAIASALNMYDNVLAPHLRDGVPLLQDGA
MazEF act = activators of E. coli MazEF toxin-antitoxin RNase, primary screen, biochemical, fluorescence, uHTS; FAM/BHQ RNA-DNA oligo cleavage fluorescence, 5 h; activation, % at 20 µM; 350,000 compounds, 0.32% hits; in the data active means activation above about 50%
Target sequence (P0AE70 whole entry, looked up): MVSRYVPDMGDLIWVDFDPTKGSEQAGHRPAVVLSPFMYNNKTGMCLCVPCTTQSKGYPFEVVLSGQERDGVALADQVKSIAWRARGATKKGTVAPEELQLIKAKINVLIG
DUSP3 inh = VHR1 phosphatase inhibitors, primary screen, biochemical, absorbance, uHTS | recombinant VHR phosphatase, pNPP absorbance | inhibition, % at 13.3 µM | 290,000 compounds, 0.52% hits; in the data active means inhibition above about 50%; further: some compounds called inactive have numbers as strong as hits
Target sequence (P51452 whole entry, looked up): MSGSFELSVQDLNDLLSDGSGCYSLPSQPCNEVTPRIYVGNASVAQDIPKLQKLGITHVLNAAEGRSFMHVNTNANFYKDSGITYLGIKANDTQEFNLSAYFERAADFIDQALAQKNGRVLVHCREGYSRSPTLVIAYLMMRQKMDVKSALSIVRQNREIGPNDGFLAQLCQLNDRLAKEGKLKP
Mtb FBA inh = Mtb FBA enzyme inhibitors, primary screen, biochemical, fluorescence, strain H37Rv. Fructose-bisphosphate aldolase (Mycobacterium tuberculosis (strain ATCC 25618 / H37Rv)), …. purified M. tuberculosis FBA, fluorescence read-out. 360,000 compounds, 2.3% hits. AID 588726, 2011. inhibition, % at 1 µM; in the data active means inhibition above about 27%;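 further: 0% = vehicle and 100% = reference inhibitor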
Target sequence (P9WQA3 whole entry, looked up): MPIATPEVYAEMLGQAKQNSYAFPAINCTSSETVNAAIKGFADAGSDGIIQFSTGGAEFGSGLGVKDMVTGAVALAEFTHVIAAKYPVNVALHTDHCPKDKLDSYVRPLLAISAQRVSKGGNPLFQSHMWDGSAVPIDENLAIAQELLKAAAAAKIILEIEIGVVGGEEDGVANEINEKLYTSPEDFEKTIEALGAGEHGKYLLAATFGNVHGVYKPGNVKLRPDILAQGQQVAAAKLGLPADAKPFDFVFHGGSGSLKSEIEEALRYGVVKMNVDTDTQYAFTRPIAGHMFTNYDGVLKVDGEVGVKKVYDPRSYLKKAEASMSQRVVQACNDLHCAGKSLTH
CCHFV vOTU inh = CCHFV vOTU protease inhibitors, primary screen, biochemical, Pep-AMC substrate, fluorescence | Crimean-Congo hemorrhagic fever virus L polyprotein viral ovarian tumor (vOTU) protease … | inhibition, % at 11.5 µM | 370,000 compounds, 0.55% hits | AID 651958, 2012; further: 0% = vehicle wells with enzyme and 100% = no enzyme wells
BioA inh = M. tuberculosis BioA enzyme inhibitors, primary screen, biochemical, plate reader, single point, HTS. inhibition, % at 9.99 µM. purified M. tuberculosis BioA enzyme. 360,000 compounds, 0.096% hits; in the data active means inhibition above about 40%; inconclusive means no clear call, values can overlap the other calls
* marks the source's active call; other numbers are inactive results. Unless noted, no stated cut-off is given here; in the data, active means inhibition above about 30%; inactive means the rest.

How did COc1ccc2cc(S(=O)(=O)NCCCN3CCOCC3)ccc2c1 do in these assays?
FadD28 binding: 0.0; GDH-TPI inh: 9; BoNT F protease: 6; Rv3671c protease: 7; Mtb UGM inh: 2.9; MazEF act: -1; DUSP3 inh: 33; Mtb FBA inh: 6; CCHFV vOTU inh: -6; BioA inh: -0.5

Results for CCc1ccc(NC(=O)CCc2ccc(C)o2)cc1 ?
FadD28 binding: 0.9; GDH-TPI inh: 4; BoNT F protease: -10; Rv3671c protease: 3; Mtb UGM inh: 0.5; MazEF act: -4; DUSP3 inh: 10; Mtb FBA inh: 1; CCHFV vOTU inh: 3; BioA inh: -1.2

What do the screens show for `O=C(NC(NCc1ccccn1)(C(F)(F)F)C(F)(F)F)c1ccco1`?
FadD28 binding: -0.1; GDH-TPI inh: -6; BoNT F protease: 0; Rv3671c protease: 4; Mtb UGM inh: 0.2; MazEF act: 3; DUSP3 inh: 7; Mtb FBA inh: 2; CCHFV vOTU inh: -4; BioA inh: -0.6

What do the screens show for `COc1cc(C(=O)NCCNc2nc3c(C)cccc3cc2C#N)cc(OC)c1OC`?
FadD28 binding: -1.2; GDH-TPI inh: -1; BoNT F protease: -4; MazEF act: 5; Mtb FBA inh: 1; CCHFV vOTU inh: -19; BioA inh: 1.3

Results for Cc1ccc(C(=O)NCC(=O)OCCCn2c(=O)[nH]c3ccccc32)cc1C ?
FadD28 binding: -0.5; GDH-TPI inh: 13; BoNT F protease: 2; MazEF act: -8; Mtb FBA inh: 0; CCHFV vOTU inh: 4; BioA inh: 0.9

Results for COc1ccc(OCCCC(=O)NCCc2nc3ccccc3[nH]2)cc1 ?
FadD28 binding: -0.9; GDH-TPI inh: 0; BoNT F protease: -1; Rv3671c protease: 1; Mtb UGM inh: -0.9; MazEF act: 3; DUSP3 inh: 11; Mtb FBA inh: 0; CCHFV vOTU inh: 17

How did CC(=O)Nc1nnc(SCC(=O)Nc2ccc(N3CCOCC3)c(Cl)c2)s1 do in these assays?
FadD28 binding: -3.2; GDH-TPI inh: -5; BoNT F protease: -4; Rv3671c protease: -11; Mtb UGM inh: 0.1; MazEF act: 4; DUSP3 inh: -19; Mtb FBA inh: -5; CCHFV vOTU inh: 6; BioA inh: -1.6

How did CC(C)Oc1ccc(CNC(=O)Oc2ccccc2)cc1 do in these assays?
FadD28 binding: 0.5; GDH-TPI inh: 4; BoNT F protease: -20; Mtb UGM inh: -0.4; MazEF act: 0; DUSP3 inh: 20; Mtb FBA inh: -1; CCHFV vOTU inh: 3; BioA inh: 11

Results for CC1=CC(C)(C)N(C(=O)CCl)c2ccccc21 ?
FadD28 binding: -0.9; GDH-TPI inh: 10; BoNT F protease: -4; Rv3671c protease: 3; Mtb UGM inh: 2.6; MazEF act: 1; DUSP3 inh: 15; Mtb FBA inh: 2; CCHFV vOTU inh: 1

Results for Cc1ccccc1NCc1ccc([N+](=O)[O-])s1 ?
FadD28 binding: 5.6; GDH-TPI inh: 11; BoNT F protease: 8; Rv3671c protease: 3; Mtb UGM inh: -3.7; MazEF act: 11; DUSP3 inh: -14; Mtb FBA inh: 0; CCHFV vOTU inh: -5; BioA inh: 0.5

How did COc1ccc(NC(=O)C2CCCCN2N)cc1OCC(C)C (stereo not drawn) do in these assays?
FadD28 binding: 1.9; GDH-TPI inh: 2; BoNT F protease: -11; Rv3671c protease: 5; Mtb UGM inh: -1.6; MazEF act: 5; DUSP3 inh: -15; Mtb FBA inh: 5; CCHFV vOTU inh: -6; BioA inh: -4.0

What do the screens show for `CSCCC(NC(=O)c1ccccc1Cl)C(=O)NNC(=O)c1csc(N2CCOCC2)n1` (stereo not drawn)?
FadD28 binding: -1.4; GDH-TPI inh: 2; BoNT F protease: inconclusive; Rv3671c protease: -8; Mtb UGM inh: -1.2; MazEF act: 1; Mtb FBA inh: 5; CCHFV vOTU inh: -3; BioA inh: -0.3

What do the screens show for `O=C(O)CCC(=O)N1CCN(c2nc(-c3ccccc3Cl)c3cc(Br)ccc3n2)CC1`?
FadD28 binding: -4.3; GDH-TPI inh: 4; BoNT F protease: -10; Rv3671c protease: -6; Mtb UGM inh: 2.4; MazEF act: -9; DUSP3 inh: 20; Mtb FBA inh: 8; CCHFV vOTU inh: -4; BioA inh: 1.3

What do the screens show for `Cn1c(=O)oc2cc(S(=O)(=O)Nc3ccc(C(=O)O)cc3)ccc21`?
FadD28 binding: -3.7; GDH-TPI inh: -5; BoNT F protease: -1; MazEF act: 2; Mtb FBA inh: -1; CCHFV vOTU inh: -2; BioA inh: -0.1

How did COc1ccc(C)cc1-n1nnnc1SCC(=O)NC1CC1 do in these assays?
FadD28 binding: -2.3; GDH-TPI inh: 6; BoNT F protease: -8; Rv3671c protease: 3; Mtb UGM inh: -0.4; MazEF act: 9; Mtb FBA inh: 1; CCHFV vOTU inh: 0; BioA inh: 7.3

Results for CCCc1c(O)nc(SCC(=O)NCCc2ccc(OC)c(OC)c2)[nH]c1=O ?
FadD28 binding: -3.7; GDH-TPI inh: 3; BoNT F protease: -2; Rv3671c protease: -1; Mtb UGM inh: -3.5; MazEF act: 8; DUSP3 inh: 6; Mtb FBA inh: 1; CCHFV vOTU inh: -2; BioA inh: 0.3

What do the screens show for `Cc1cc(=O)[nH]c(N/N=C/c2c[nH]c3ccccc23)n1`?
FadD28 binding: -2.7; GDH-TPI inh: 18; BoNT F protease: -7; Rv3671c protease: -11; Mtb UGM inh: -1.2; MazEF act: 2; DUSP3 inh: 6; Mtb FBA inh: -4; CCHFV vOTU inh: 5

How did COC(=O)COc1cccc(NS(=O)(=O)c2cccc([N+](=O)[O-])c2)c1 do in these assays?
FadD28 binding: 0.7; GDH-TPI inh: -2; BoNT F protease: -3; Rv3671c protease: 4; Mtb UGM inh: -1.9; MazEF act: 2; DUSP3 inh: 6; Mtb FBA inh: 3; CCHFV vOTU inh: 8

How did O=c1[nH]c(CN2CCN(S(=O)(=O)c3ccc4ccccc4c3)CC2)nc2ccccc12 do in these assays?
FadD28 binding: 0.3; GDH-TPI inh: 7; BoNT F protease: -4; Rv3671c protease: 4; Mtb UGM inh: -0.1; MazEF act: -116; DUSP3 inh: 8; Mtb FBA inh: 1; CCHFV vOTU inh: -3

Results for O=C1C2C3CCCC3=C3CCCC3C2C(=O)N1c1ccc(F)cc1 (stereo not drawn) ?
FadD28 binding: -3.1; GDH-TPI inh: 4; BoNT F protease: -1; Rv3671c protease: -1; Mtb UGM inh: 1.0; MazEF act: 1; DUSP3 inh: 1; Mtb FBA inh: 8; CCHFV vOTU inh: 2; BioA inh: -1.1

Results for Nc1c(Cl)cc2c(c1Oc1ccccc1)C(=O)c1ccccc1C2=O ?
FadD28 binding: -1.3; GDH-TPI inh: 16; BoNT F protease: -30; Rv3671c protease: 4; Mtb UGM inh: 2.3; MazEF act: 3; DUSP3 inh: 17; Mtb FBA inh: 0; CCHFV vOTU inh: 5; BioA inh: -1.4

How did Cc1ccc(N2CC(NC(=O)N3CCN(C(=O)c4ccco4)CC3)CC2=O)cc1 (stereo not drawn) do in these assays?
FadD28 binding: -0.4; GDH-TPI inh: 3; Rv3671c protease: 11; Mtb UGM inh: -0.8; MazEF act: -4; Mtb FBA inh: 2; CCHFV vOTU inh: -6; BioA inh: -0.7

How did NC(=O)C1CCN(CC(=O)Nc2ccccn2)CC1 do in these assays?
FadD28 binding: -1.2; GDH-TPI inh: -2; BoNT F protease: -7; Rv3671c protease: 5; Mtb UGM inh: 2.5; MazEF act: 2; DUSP3 inh: 3; Mtb FBA inh: -1; CCHFV vOTU inh: 9; BioA inh: -4.0

How did CCN(CC)C(=O)CSc1ncccc1-c1nc2ccccc2[nH]1 do in these assays?
FadD28 binding: -4.0; GDH-TPI inh: 4; BoNT F protease: 1; Rv3671c protease: 8; Mtb UGM inh: 2.6; MazEF act: 1; DUSP3 inh: -1; Mtb FBA inh: 10; CCHFV vOTU inh: -2; BioA inh: 0.5

Results for C[C@H]1CN([C@@H](C)CO)C(=O)CCCn2nncc2CO[C@@H]1CN(C)Cc1ccc(C(=O)O)cc1 ?
FadD28 binding: -0.4; GDH-TPI inh: 5; BoNT F protease: 1; MazEF act: 2; Mtb FBA inh: 0; CCHFV vOTU inh: -3; BioA inh: -2.0

Results for N/C(=N\OC(=O)c1ccc(=O)n(Cc2ccc(Cl)cc2)c1)c1ccccn1 ?
FadD28 binding: -3.0; GDH-TPI inh: -5; BoNT F protease: -4; Rv3671c protease: -4; Mtb UGM inh: 4.7; MazEF act: 2; DUSP3 inh: 2; Mtb FBA inh: 0; CCHFV vOTU inh: 6; BioA inh: 0.7

Results for CN(CC(=O)Nc1ccc(F)c(F)c1F)C(=O)Cn1cnc2c1c(=O)n(C)c(=O)n2C ?
FadD28 binding: 1.3; GDH-TPI inh: 4; BoNT F protease: 8; Rv3671c protease: 4; Mtb UGM inh: -3.3; MazEF act: 4; Mtb FBA inh: 3; CCHFV vOTU inh: 5

What do the screens show for `O=C(NCc1ccc2c(c1)OCO2)c1ccc(Br)o1`?
FadD28 binding: -2.0; GDH-TPI inh: -5; BoNT F protease: 2; Rv3671c protease: 5; Mtb UGM inh: 2.2; MazEF act: 1; Mtb FBA inh: 3; CCHFV vOTU inh: 5; BioA inh: 1.0

How did O=C1CN(C(=O)CSc2nc3c(cnn3-c3ccccc3)c(=O)[nH]2)c2ccccc2N1 do in these assays?
FadD28 binding: 0.8; GDH-TPI inh: -1; BoNT F protease: -1; Rv3671c protease: 2; Mtb UGM inh: 1.4; MazEF act: -1; Mtb FBA inh: 4; CCHFV vOTU inh: 5; BioA inh: 0.5

What do the screens show for `O=C(Nc1nnc(-c2ccccc2)o1)c1nc2ccccc2s1`?
FadD28 binding: -5.5; GDH-TPI inh: 27; BoNT F protease: -11; Rv3671c protease: 6; Mtb UGM inh: 2.2; MazEF act: -4; DUSP3 inh: 10; Mtb FBA inh: -1; CCHFV vOTU inh: 13; BioA inh: 0.3

What do the screens show for `CC1CCN(C(=O)CSc2nc3ccccc3c(=O)[nH]2)CC1`?
FadD28 binding: -3.3; GDH-TPI inh: 4; BoNT F protease: -3; Rv3671c protease: 11; Mtb UGM inh: -1.8; MazEF act: 16; DUSP3 inh: 2; Mtb FBA inh: 1; CCHFV vOTU inh: -1

Results for Cc1cccc(NC(=O)C(C)OC(=O)CNC(=O)C2CCCCC2)c1 (stereo not drawn) ?
FadD28 binding: -1.2; GDH-TPI inh: 10; BoNT F protease: -9; MazEF act: 1; Mtb FBA inh: -2; CCHFV vOTU inh: 4; BioA inh: -1.1

A portion from the list above:
What do the screens show for `CC1CCN(C(=O)CSc2nc3ccccc3c(=O)[nH]2)CC1`?
FadD28 binding: -3.3; GDH-TPI inh: 4; BoNT F protease: -3; Rv3671c protease: 11; Mtb UGM inh: -1.8; MazEF act: 16; DUSP3 inh: 2; Mtb FBA inh: 1; CCHFV vOTU inh: -1

Results for Cc1cccc(NC(=O)C(C)OC(=O)CNC(=O)C2CCCCC2)c1 (stereo not drawn) ?
FadD28 binding: -1.2; GDH-TPI inh: 10; BoNT F protease: -9; MazEF act: 1; Mtb FBA inh: -2; CCHFV vOTU inh: 4; BioA inh: -1.1

Not a hit list, and some 4.9% of all compounds hit somewhere here.
